CF NFkB inh = inhibitors of PAF-induced NF-kB signaling, primary screen, cell-based, GFP fluorescence, uHTS; KKLEB NF-kB-GFP reporter, GFP fluorescence overnight; inhibition, % at 5 µM; 360,000 tested, 0.86% active; AID 588850, 2011;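 active = at least 50% inhibition at 5 µM, scaled per plate between neutral and stimulator controls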;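 note: PAF is a Pseudomonas aeruginosa culture filtrate used as stimulus; plate controls were PAF-stimulated DMSO wells for no effect and unstimulated DMSO wells for full effect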
Peg3 prom inh = Peg3 promoter-driven luciferase inhibitors, primary screen, cell-based, HeLa, luciferase luminescence; inhibition, % at 20 µM; 360,000 tested, 1.7% active; HeLa PEG-Prom luciferase reporter, overnight;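 active = inhibition of at least 50% at 20 µM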
Shn3 inh set2 = reduction of Shn3 3'UTR firefly luciferase signal, primary screen, Schnurri-3 inhibitor project, cell-based, Clone20 osteoblasts, set 2. inhibition, % at 12.5 µM. 360,000 tested, 0.52% active. Clone20 osteoblast Shn3 3'UTR firefly luciferase, 24 h;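 active = mean inhibition of at least 75% with every replicate also reaching 75%; inconclusive = mean inhibition at least 75% but some replicate below; inactive = mean inhibition below 75%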;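 note: 0% = median of neutral control wells and 100% = pilot-screen positive control compound; some compounds past the cut are filed as inactive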
KKLEB cytotox = cytotoxicity in KKLEB CF airway cells, primary screen, cytotoxicity control for CF NF-kB inhibitor project, cell-based, uHTS, fluorescence assay plates; KKLEB CF airway cells viability, ATPlite luminescence, overnight; active compounds read low; cells stimulated with P. aeruginosa culture filtrate; activity change (cytotoxicity), % at 5 µM; 360,000 tested, 0.36% active; AID 602141, 2011;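 active = corrected activity change at or below -50% at 5 µM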
CaV13 FRET inh = Primary screen for inhibitors of IQ motif and Ca2+-dependent inactivation inhibitor domain binding in CACNA1D, Förster resonance energy transfer in living cells, …; 340,000 tested, 0.098% active; inhibition, % at 12.3 µM; HEK cells, CFP/YFP FRET ICDI-IQ, plate reader, 10 min; percent FRET-ratio fall versus neutral wells;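 active = mean replicate inhibition of at least 30% and at least 1% of replicates passing that level; inconclusive = only one of the two criteria is met; inactive = neither criterion is met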;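 note: 0% = median of the neutral control wells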
HIF-2a inh = HIF-2a reporter inhibitors, primary screen, luminescence, 786-0 RCC cells | 786-0 RCC cells HIF-2a reporter, luciferase luminescence, overnight | inhibition, % at 18.8 µM | 360,000 tested, 0.72% active | AID 624352, 2012;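 active = inhibition of the luminescence signal of 40% or more relative to plate controls, in a single-dose primary screen at 18.75 µM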
NR2E3 ag-1 = inhibitors of NR2E3-RetCOR corepressor binding, primary screen, NR2E3 agonist project, biochemical, TR-FRET, GST-NR2E3, biotin-RetCOR; 1536-well; inhibition of corepressor binding, % at 4.78 µM; 320,000 tested, 0.12% active; AID 2300, 2010;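 active = percent inhibition above the cutoff of mean plus 3 SD of all tested compounds, set per screening campaign, cut at about 20% in these data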;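 note: 0% = DMSO wells and 100% = biotin wells as full block of FRET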
Target sequence (Q9Y5X4 whole entry, looked up): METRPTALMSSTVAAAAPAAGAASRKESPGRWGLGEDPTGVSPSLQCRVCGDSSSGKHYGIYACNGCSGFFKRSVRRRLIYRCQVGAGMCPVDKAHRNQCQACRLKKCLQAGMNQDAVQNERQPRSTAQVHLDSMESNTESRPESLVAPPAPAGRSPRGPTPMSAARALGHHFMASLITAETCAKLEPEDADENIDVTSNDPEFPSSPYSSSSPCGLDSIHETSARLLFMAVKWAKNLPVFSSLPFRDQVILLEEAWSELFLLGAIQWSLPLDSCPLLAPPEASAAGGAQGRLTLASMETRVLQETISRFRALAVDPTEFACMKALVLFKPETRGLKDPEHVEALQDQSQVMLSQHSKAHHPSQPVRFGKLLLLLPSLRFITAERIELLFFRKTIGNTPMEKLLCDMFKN
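Material – GST-tagged NR2E3 plus biotinylated RetCOR corepressor · Quantity – NR2E3 fusion 1.35 nM · Times – 5 h incubation at 4 °C · Medium – pH 7.5 Tris-based buffer · Technique – TR-FRET, Eu(K)-anti-GST donor, streptavidin-D2 acceptor, ex 340, em 617/671 nm · Benchmarks – high control biotin, low control 0.6% DMSO · Format – 1536-well plates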
NR2E3 ag-2 = NR2E3 agonists in two-hybrid cells, primary screen, cell-based, luminescence, CHO-S, Gal4-NCOR/VP16-NR2E3; Photoreceptor-specific nuclear receptor (Homo sapiens), Q9Y5X4; luciferase; inhibition of corepressor binding, % at 3.98 µM; 360,000 tested, 0.35% active; AID 602229, 2012;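 active = inhibition above the mean of all tested compounds plus 3 SD, cut at about 70% in these data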;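 note: 0% = DMSO with NR2E3 transfected cells and 100% = cells lacking NR2E3 construct; higher means lower luciferase signal from less NR2E3 corepressor binding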
MITF TRPM1 inh = inhibitors of MITF-dependent TRPM1 promoter reporter, primary screen, cell-based, SK-MEL-5, single point, luciferase; AID 488899, 2010; SK-MEL-5 TRPM1 promoter luciferase, 24 h; 330,000 tested, 0.83% active; inhibition, % at 12.5 µM;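 active = mean inhibition across replicates of 60% or more, whatever share of single replicates reaches that level; inconclusive = some that reach 60%, reason not given; inactive = mean inhibition across replicates below 60%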; note: values of inactives mirror those of a sister screen read the other way
Vif inh = HIV Vif self-association inhibitors, primary screen, imaging, HEK293T, single point; HEK293T cells, Vif self-association by quenched fluorescence, 24 h; inhibition, % at 7.49 µM; 340,000 tested, 0.35% active; AID 602346, 2012; in the data active = inhibition above about 50%, passing the limit was not always enough; inconclusive = no clear call, values can overlap the other calls; inactive = below about 31%; note: some results filed as inactive read as strong as hits
PDI turbidity = inhibitors of human PDI, primary screen, biochemical, turbidity, single point, plate reader. Protein disulfide-isomerase (Homo sapiens), P07237. PDI insulin aggregation turbidity, A650, 90 min. inhibition, % at 10 µM. 350,000 tested, 0.052% active. AID 588391, 2011;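 active = mean inhibition across replicates of 30% or more, whatever share of single replicates reach that level; inconclusive = mean inhibition below 30% while every single replicate reaches 30%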;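 note: absorbance from insulin aggregation driven by PDI reduction with DTT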
Target sequence (P07237 whole entry, looked up): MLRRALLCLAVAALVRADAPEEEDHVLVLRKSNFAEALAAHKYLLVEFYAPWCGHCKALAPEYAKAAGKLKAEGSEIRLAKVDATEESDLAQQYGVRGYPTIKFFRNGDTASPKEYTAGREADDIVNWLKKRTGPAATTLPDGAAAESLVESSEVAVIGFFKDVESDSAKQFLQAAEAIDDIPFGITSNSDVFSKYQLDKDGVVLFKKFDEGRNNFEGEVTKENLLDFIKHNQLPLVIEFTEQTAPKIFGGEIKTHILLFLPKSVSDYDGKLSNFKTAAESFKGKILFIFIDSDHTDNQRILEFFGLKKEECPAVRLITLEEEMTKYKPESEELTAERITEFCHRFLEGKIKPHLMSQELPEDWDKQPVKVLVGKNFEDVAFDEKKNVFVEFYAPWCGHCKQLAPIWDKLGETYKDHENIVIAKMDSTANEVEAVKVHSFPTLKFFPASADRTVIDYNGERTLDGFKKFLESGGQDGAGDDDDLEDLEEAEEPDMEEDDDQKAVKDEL
The depositor's hits bear a star; u = inconclusive; x = not tested or not shown.

SMILES	CF NFkB inh	Peg3 prom inh	Shn3 inh set2	KKLEB cytotox	CaV13 FRET inh	HIF-2a inh	NR2E3 ag-1	NR2E3 ag-2	MITF TRPM1 inh	Vif inh	PDI turbidity
O=C(C=Cc1ccccc1)c1cc(Br)ccc1O	-12	-11	0	-11	-12	-81	x	-43	-6	u	7
CC1CCCCN1C(=O)CSc1nnc(-c2ccc(Cl)s2)o1 (stereo unspecified)	4	-176	-39	-2	-8	-183	5	-82	-69	x	4
S=C(NCCSCc1ccc(Cl)c(Cl)c1)Nc1ccccc1	-5	24	11	0	-1	26	1	11	3	x	-1
COc1ccccc1CN(Cc1cc2cc(C)ccc2[nH]c1=O)Cc1nnnn1Cc1ccco1	1	21	13	8	x	22	-1	-19	8	6	3
CC1CCCCC1NC(=O)COC(=O)C12CC3CC(CC(Cl)(C3)C1)C2 (stereo unspecified)	-5	10	-5	-6	-5	14	-1	2	-5	-4	-2
O=C(Cc1cccc(NC(=O)C2CCCN(C(=O)C3CCCCC3)C2)c1)Nc1cccc(C(=O)N2CCCCC2)c1 (stereo unspecified)	-17	-6	-3	16	-4	-5	x	-4	1	x	-5
CCC(Sc1ncccc1C(=O)OC(C)C)C(=O)NCc1ccco1 (stereo unspecified)	-4	24	-7	7	-8	8	1	-1	-5	-22	7
C#CCOCCOCCOCCNc1nc(N2CCN(C(=O)CCCCCCCCCCNC(=O)[C@H]([C@@H](C)CC)n3cc(CCCCCN)nn3)CC2)nc(N2CCN(C(=O)CCCCCCCCCCNC(=O)[C@H](CO)n3cc(CCCCCN)nn3)CC2)n1	-22	99*	30	-6	x	-3	2	-28	82*	96*	19
O=C(NCCNCc1ccccc1)c1ccco1	-3	-53	-1	-1	-5	-188	x	-36	11	-4	7
C=CCNC(=O)CC(=O)N/N=C/c1cccs1	5	-5	1	-9	0	0	-3	-12	4	1	-2
CN(C)c1nc(N)ncc1-c1ccc(Oc2ccccc2)cc1	4	0	13	-1	-3	-6	0	9	2	-7	-4
Cn1c(=O)n(CC(=O)Nc2cccnc2)c2ccccc21	5	4	-10	-31	-9	-5	0	8	3	x	12
O=C(CCc1nc2ccccc2[nH]c1=O)N/N=C/c1ccccc1	7	-5	2	8	-3	-12	-1	-16	-4	16	8
O=C(O)c1ccc(N/N=C/C(Br)=C/c2ccccc2)cc1	6	-194	-66	10	-4	-286	0	-182	-59	-5	12
COCc1cc(=O)n2[nH]c(-c3cccs3)cc2n1	-22	-6	-4	6	-5	6	-3	-25	10	-3	-3
CN(C)c1ccc(NC(=O)COC(=O)c2cc(=O)c3ccccc3o2)cc1	-7	-11	-5	2	-5	8	-6	-14	5	5	10
O=c1c(Cc2c(F)cccc2Cl)c(O)ccn1CC1CCCO1 (stereo unspecified)	9	5	7	16	-2	10	1	-28	-8	-2	-7
CCOC(=O)c1cc(CN2CCOCC2)oc1-c1ccccc1	-8	12	-22	5	-3	3	-3	-16	11	-3	-2
COc1ccc(NC(=O)CSc2nc3ccccc3nc2N2CCCC2)cc1Cl	22	3	22	-12	-7	-27	1	-12	x	18	x
CCCn1c(=S)[nH]c2cc(C(=O)N3CCN(C(=O)OCC)CC3)ccc2c1=O	-28	14	0	5	-6	2	1	32	-2	-2	6
CCC1CCCCN1C(=O)c1ccc(OC)c(OC2CCN(C(C)=O)CC2)c1 (stereo unspecified)	-4	3	16	-4	-2	-4	x	-13	3	-1	-2
O=c1c(Cl)c(NCc2ccco2)cnn1C12CC3CC(CC(C3)C1)C2	1	-14	x	7	-5	15	2	-9	2	11	3
Cn1c(/C(C#N)=C/c2ccc(-c3ccc(S(N)(=O)=O)cc3)o2)nc2ccccc21	-148	72*	28	-6	-19	-10	0	33	57	30	-31
CCn1cc(C(=O)O)c(=O)c2cc(F)c(N3CCN(S(=O)(=O)c4ccc(NC(=O)OC)cc4)CC3)cc21	-8	-47	-24	-4	-3	-61	1	-9	-15	-4	-1
CC1(C(=O)NS(=O)(=O)c2ccccc2Cl)CCN1C(=O)C1(c2ccccc2)CCCC1 (stereo unspecified)	-9	-5	-12	2	-4	-5	x	-20	x	-3	5
The list continues:
SMILES	CF NFkB inh	Peg3 prom inh	Shn3 inh set2	KKLEB cytotox	CaV13 FRET inh	HIF-2a inh	NR2E3 ag-1	NR2E3 ag-2	MITF TRPM1 inh	Vif inh	PDI turbidity
CC(=O)NC1(C(F)(F)F)NC(=O)N(C2CCCCC2)C1=O (stereo unspecified)	9	5	-19	-6	-6	3	0	-3	12	-1	-1
CC(NC(=O)CN1C(=O)c2ccccc2C1=O)c1ccccc1 (stereo unspecified)	8	1	-4	-8	-19	-7	1	-37	3	-16	-1
Cc1ccc(S(=O)(=O)N(C)C)cc1NC(=O)C(C)OC(=O)C1CCCCC1 (stereo unspecified)	-7	15	2	2	-5	10	x	-18	-25	0	6
COc1cccc(CNC2CCCC2)c1	14	5	-7	1	-8	13	0	-16	4	-15	-2
CC(=O)Nc1ccc(C(=O)CN2CCN(c3ccccc3)CC2)cc1	-1	-2	-29	6	-3	-1	0	-38	-4	7	8
CCOC(=O)C1=C(COC(=O)c2cc(OC)c(OC)cc2[N+](=O)[O-])NC(=O)NC1C (stereo unspecified)	-26	13	10	2	-4	0	0	0	-13	7	5
O=C(COC(=O)/C=C/c1cccc(Cl)c1)Nc1cccc(S(=O)(=O)NC2=NCCC2)c1	-9	-5	1	0	-6	9	0	1	-3	5	-3
Cc1cc2nc(CCN(C(=S)NCC(C)C)C3CCCC3)[nH]c2cc1C	9	-14	6	-8	x	-66	-2	6	7	-10	-5
O=C(Cn1ccc([N+](=O)[O-])n1)N1CCCCC1	-2	1	-14	2	-3	7	2	-28	6	-2	5
Cc1cc(/C=N/NC(=O)Cn2c3ccccc3c(=O)c3ccccc32)c(C)n1-c1ccc(Cl)cc1	-3	8	24	-10	-1	6	x	-36	0	3	-10
CN(CCO)c1cc(N2CCCCC2)c2nonc2c1[N+](=O)[O-]	-11	13	17	8	-5	22	0	-15	1	2	11
O=C(COC(=O)CCC(=O)c1ccc(Cl)cc1)NC1CC1	-9	9	6	8	0	20	1	8	5	x	18
CCCc1cc(=O)oc2cc(C)cc(O)c12	8	7	6	-5	-5	-22	4	-8	6	-19	7
O=C(CNC(=O)c1ccc(Br)o1)NNC(=O)c1ccccc1F	1	9	10	-7	x	-2	6	7	-8	-3	0
O=[N+]([O-])c1cc([N+](=O)[O-])c2cccnc2c1Oc1ccccc1O	16	51*	43	-11	-16	6	0	-37	41	20	6
Cc1cc(C)n(CC(O)COc2ccccc2)n1 (stereo unspecified)	-8	10	-15	3	-8	4	1	-7	4	4	-3
COc1cccc2cc(CC(=O)c3cc(C)ccc3C)c(=O)oc12	9	-91	-26	-2	-3	-176	-3	-111	x	-12	-14
CSc1sccc1/C=C(/C#N)C(=O)c1ccco1	-22	18	3	-3	-5	24	1	0	-1	151*	-13
Cc1ccc(S(=O)(=O)CCC(=O)Nc2cc(C)on2)cc1	2	2	8	2	-5	-2	x	-15	x	24	-6
O=C(COc1ccc(Cl)cc1)Nc1ccc2c(c1)CCC2	-16	-77	11	10	-5	-151	1	9	-9	4	3
O=C(CN1C(=O)c2ccc([N+](=O)[O-])cc2C1=O)NC1CCCCCC1	-9	7	4	3	-6	-2	-1	17	-2	3	-1
Cc1ccc(NC(=O)CSCC(N)=O)cc1C	5	-8	-17	0	-4	17	1	-2	-4	12	3
CCc1cc2c(cc3c(=O)n(CC(=O)N4CCN(C)CC4)ncn32)s1	-8	5	-1	4	-2	-1	-3	-22	4	20	-2

In the list so far, these have a Cl atom:
SMILES	CF NFkB inh	Peg3 prom inh	Shn3 inh set2	KKLEB cytotox	CaV13 FRET inh	HIF-2a inh	NR2E3 ag-1	NR2E3 ag-2	MITF TRPM1 inh	Vif inh	PDI turbidity
CC1CCCCN1C(=O)CSc1nnc(-c2ccc(Cl)s2)o1 (stereo unspecified)	4	-176	-39	-2	-8	-183	5	-82	-69	x	4
S=C(NCCSCc1ccc(Cl)c(Cl)c1)Nc1ccccc1	-5	24	11	0	-1	26	1	11	3	x	-1
CC1CCCCC1NC(=O)COC(=O)C12CC3CC(CC(Cl)(C3)C1)C2 (stereo unspecified)	-5	10	-5	-6	-5	14	-1	2	-5	-4	-2
O=c1c(Cc2c(F)cccc2Cl)c(O)ccn1CC1CCCO1 (stereo unspecified)	9	5	7	16	-2	10	1	-28	-8	-2	-7
COc1ccc(NC(=O)CSc2nc3ccccc3nc2N2CCCC2)cc1Cl	22	3	22	-12	-7	-27	1	-12	x	18	x
O=c1c(Cl)c(NCc2ccco2)cnn1C12CC3CC(CC(C3)C1)C2	1	-14	x	7	-5	15	2	-9	2	11	3
CC1(C(=O)NS(=O)(=O)c2ccccc2Cl)CCN1C(=O)C1(c2ccccc2)CCCC1 (stereo unspecified)	-9	-5	-12	2	-4	-5	x	-20	x	-3	5
O=C(COC(=O)/C=C/c1cccc(Cl)c1)Nc1cccc(S(=O)(=O)NC2=NCCC2)c1	-9	-5	1	0	-6	9	0	1	-3	5	-3
Cc1cc(/C=N/NC(=O)Cn2c3ccccc3c(=O)c3ccccc32)c(C)n1-c1ccc(Cl)cc1	-3	8	24	-10	-1	6	x	-36	0	3	-10
O=C(COC(=O)CCC(=O)c1ccc(Cl)cc1)NC1CC1	-9	9	6	8	0	20	1	8	5	x	18
O=C(COc1ccc(Cl)cc1)Nc1ccc2c(c1)CCC2	-16	-77	11	10	-5	-151	1	9	-9	4	3

Looked up by compound from above (2):
SMILES	CF NFkB inh	Peg3 prom inh	Shn3 inh set2	KKLEB cytotox	CaV13 FRET inh	HIF-2a inh	NR2E3 ag-1	NR2E3 ag-2	MITF TRPM1 inh	Vif inh	PDI turbidity
O=C(CN1C(=O)c2ccc([N+](=O)[O-])cc2C1=O)NC1CCCCCC1	-9	7	4	3	-6	-2	-1	17	-2	3	-1
COc1cccc(CNC2CCCC2)c1	14	5	-7	1	-8	13	0	-16	4	-15	-2

Bioassay records from PubChem BioAssay.
